Compound activity deposited in PubChem BioAssay by several laboratories.
KCNQ1 block = human KCNQ1 channel inhibition; CHO-K1 KCNQ1, FluxOR thallium flux fluorescence; stronger effect = higher value; B-score at 10 µM; 310,000 tested, 1.3% active;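 active means compounds whose thallium flux B-score, printed positive for inhibition, exceeds three library SD while starting fluorescence stays within three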;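 further: channel opened by potassium depolarization with thallium stimulus after 20 min compound exposure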
Target sequence (P51787 whole entry, looked up): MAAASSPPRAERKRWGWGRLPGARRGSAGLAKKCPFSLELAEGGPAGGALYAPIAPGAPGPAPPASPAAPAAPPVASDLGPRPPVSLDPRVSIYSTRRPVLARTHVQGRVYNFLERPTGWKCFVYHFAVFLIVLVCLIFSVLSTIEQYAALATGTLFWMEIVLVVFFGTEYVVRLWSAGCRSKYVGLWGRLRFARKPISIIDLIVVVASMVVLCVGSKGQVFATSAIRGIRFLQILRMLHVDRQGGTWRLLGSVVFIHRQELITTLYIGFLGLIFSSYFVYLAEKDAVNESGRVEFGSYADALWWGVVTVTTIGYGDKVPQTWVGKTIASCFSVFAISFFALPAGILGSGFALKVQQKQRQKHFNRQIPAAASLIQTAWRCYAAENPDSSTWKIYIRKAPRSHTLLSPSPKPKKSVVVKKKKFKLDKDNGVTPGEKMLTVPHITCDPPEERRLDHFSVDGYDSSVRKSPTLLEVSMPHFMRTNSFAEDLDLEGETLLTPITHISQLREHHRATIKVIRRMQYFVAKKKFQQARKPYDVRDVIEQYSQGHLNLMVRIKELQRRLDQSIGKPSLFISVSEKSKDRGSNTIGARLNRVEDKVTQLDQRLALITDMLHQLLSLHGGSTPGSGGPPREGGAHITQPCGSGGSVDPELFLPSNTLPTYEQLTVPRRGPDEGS
TRPC4 block = TRPC4 (mouse) channel inhibition. Q9QUQ5. HEK293 TRPC4beta/mu-opioid, DAMGO-evoked Fluo4 calcium flux; stronger effect = lower value. B-score at 10 µM. 300,000 tested, 0.39% active. AID 2247;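 active means B-score over 3 SD under the library average, no early fluorescence shift, positive overall ratio signal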
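Assay system – HEK293 line stably carrying TRPC4beta and mu-opioid receptor · Doses – single dose · Detection – Fluo4 calcium-dye fluorescence, kinetic read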
TRPC4 PAM = TRPC4 (mouse) allosteric potentiation; Q9QUQ5; HEK293 TRPC4beta/mu-opioid, DAMGO EC20, Fluo-4 Ca2+ flux; stronger effect = higher value; B-score at 10 µM; 310,000 tested, 0.42% active; AID 2227;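 active means B-score of calcium response area above 5 SD of library B-scores, with initial fluorescence ratio within 5 SD of library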;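 further: B-score of integrated fluorescence ratio over time as area under calcium response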
hERG rescue = shields human hERG channel from block by proarrhythmic agents; CHO-hERG, FluxOR thallium flux, dofetilide IC70 present; activation (rescue from dofetilide block), less the hit threshold, % at 10 µM; 310,000 tested, 0.51% active;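 active means activation above the mean of controls blocked by dofetilide plus 5 SD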;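 further: thallium influx through hERG after potassium depolarization seen as dye fluorescence rise; in these data hits start at about 4.7%; inactives centre near -7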
KCNK3 inh = human KCNK3 channel inhibition, primary screen | AID 602410 | CHO-KCNK3 thallium flux, FluxOR fluorescence; stronger effect = lower value | 340,000 tested, 0.84% active | B-score at 10 µM | O14649;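 active means B-score under library mean minus 4 SD, starting fluorescence ratio at most library mean plus 5 SD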;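 further: more negative B-score means stronger inhibition of thallium flux through KCNK3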
TRPC4 agonist = opens the mouse TRPC4 cation channel | AID 2237 | Q9QUQ5 | B-score at 10 µM | HEK293 TRPC4beta/mu-opioid, Fluo4 calcium fluorescence; stronger effect = higher value | 310,000 tested, 0.49% active;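 active means B-score above 5 SD of library B-scores, and initial fluorescence ratio not above library mean plus 5 SD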;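 further: positive B-score marks a calcium rise read as TRPC4 activation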
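Assay system: HEK293 stable line with TRPC4beta plus mu-opioid receptor. Times: dye 45 min RT, read 110 s. Measured by: kinetic Fluo4 calcium fluorescence. Measure: B score of integrated ratio. Controls: assay buffer as low control, maximal DAMGO as high control.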
Platelet DG rel = platelet dense granule release activity. AID 1663. human platelet-rich plasma, SFLLRN dense granule ATP release, luminescence. inhibition, %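 (compounds screened at 7.5 µM in platelet-rich plasma)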. 300,000 tested, 0.22% active;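 active means mean replicate score, as percent of positive control, at or above 50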
KCNK9 block = blocks the human KCNK9 two-pore domain potassium channel; Q9NPC2; HEK293 KCNK9, FluxOR thallium flux fluorescence; stronger effect = lower value; B-score at 10 µM; 310,000 tested, 1.2% active;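 active means ratio B-score over 3 SD below the library mean, with starting fluorescence within 5 SD of its mean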;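 further: negative B-score means less thallium flux so channel inhibition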
Target sequence (Q9NPC2 whole entry, looked up, the tested form may be a part): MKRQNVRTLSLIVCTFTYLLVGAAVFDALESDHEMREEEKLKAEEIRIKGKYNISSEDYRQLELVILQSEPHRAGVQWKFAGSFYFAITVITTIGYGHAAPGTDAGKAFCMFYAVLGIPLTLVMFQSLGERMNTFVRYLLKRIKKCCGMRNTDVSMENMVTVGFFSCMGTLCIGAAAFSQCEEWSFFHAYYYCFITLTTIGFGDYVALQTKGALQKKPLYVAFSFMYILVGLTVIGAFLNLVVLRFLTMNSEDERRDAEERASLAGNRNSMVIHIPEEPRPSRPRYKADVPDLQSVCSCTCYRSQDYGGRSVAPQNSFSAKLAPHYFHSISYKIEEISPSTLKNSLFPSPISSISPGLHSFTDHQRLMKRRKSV
DYRK1A inh = inhibitors of rat Dyrk1A kinase | Q63470 | 310,000 tested, 0.43% active | ADP-Glo luminescence, NFATc1 peptide | inhibition, % at 12.5 µM; in the data active means inhibition above about 50%;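 further: plate controls were vehicle with enzyme for no effect and no enzyme for full effect; many of its hits are not listed in these tables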
PolyA inh = blocks polyadenylation in yeast reporter cells. 300,000 tested, 0.02% active. calls only at 12 µM. S. cerevisiae SKY197-pL101 polyadenylation reporter, beta-gal luminescence; efflux-impaired pdr1/pdr3 knockout yeast; score 100 = 6 SD above DMSO;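 active means lowest replicate activity score at least 50, where 100 means six control SD above control mean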;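 further: yeast exposed to compound for 9 h at 30 °C; higher score means more reporter readthrough which indicates perturbed polyadenylation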
KCNQ1 pot = potentiates or activates the human KCNQ1 potassium channel; B-score at 10 µM; 310,000 tested, 0.35% active; CHO-K1 KCNQ1, thallium flux FluxOR fluorescence; stronger effect = higher value; P51787;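 active means fluorescence ratio B-score, a plate-corrected score, at least three library SD, with initial intensity B-score within 5 SD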
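Assay system: stable KCNQ1 CHO-K1 line; medium: assay buffer, equal DMSO in all wells; timing: 90 min dye loading and 20 min compound exposure, both at room temperature; technique: kinetic FluxOR thallium fluorescence, 10-s 1-Hz baseline, 110-s post-stimulus read; read-out basis: B score of baseline-normalized fluorescence ratio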
Starred values were filed as active, the others as inactive; i = inactive; x = no result given. This is a subset. The share of hits here may be higher or lower than overall.

Screens in order – TRPC4 agonist	hERG rescue	Platelet DG rel	KCNK3 inh	TRPC4 block	TRPC4 PAM	PolyA inh	KCNQ1 block	KCNQ1 pot	KCNK9 block	DYRK1A inh
C/C(=N/NS(=O)(=O)c1ccc(C)cc1)c1ccc2c(c1)OCO2
    i	-12.1	1.1	i	i	i	x	i	i	i	-3.2
O=C(NCC1CCCO1)c1ccc2c(c1)N(Cc1ccc(F)cc1)CCS2 (stereo not given)
    i	-6.9	4.4	i	i	i	i	i	i	i	0.2
O=C(NCCN1C(=O)C2C3C=CC(C3)C2C1=O)Nc1ccccc1 (stereo not given)
    i	-5.9	2.3	i	i	i	i	i	i	i	5.6
CCCSc1nc2ccccc2n1CC(=O)O
    i	-12.5	-10.0	i	i	i	i	i	i	i	-2.2
Cc1ccc(S(=O)(=O)NCc2ccc(C(=O)N3CCN(c4ccc([N+](=O)[O-])cc4)CC3)cc2)cc1
    i	-10.4	-4.1	i	i	i	i	i	i	i	-3.5
CC(=O)N1CCSc2ccc(S(=O)(=O)NCCc3ccc(Cl)cc3)cc21
    i	-12.4	7.0	i	i	i	i	i	i	i	-3.7
CC1CCN(c2ccc(C(=O)N3CCOCC3)cc2[N+](=O)[O-])CC1
    i	-5.7	11.0	i	i	i	i	i	i	i	-3.2
COc1cccc(NC(=O)CSc2nc3c(oc4ccccc43)c(=O)[nH]2)c1
    i	-1.7	20.5	i	i	i	i	i	i	i	-6.8
O=C1c2ccccc2NC(c2ccc(Cl)cc2Cl)N1O (stereo not given)
    i	-1.8	1.3	i	i	i	i	i	i	i	33.2
Cc1ccc2nc(-c3ccncc3)c(NC3CCCC3)n2c1
    i	-22.3	-9.5	i	i	i	i	i	i	i	2.8
CC(=O)c1ccccc1NC(=O)COC(=O)/C=C/c1ccc(OC(F)F)cc1
    i	-11.7	3.9	i	i	i	i	i	i	i	x
CCCN(CC(=O)Nc1ccccc1C)C(=O)CCNC(=O)c1ccccc1Cl
    i	-8.5	-0.9	i	i	i	i	i	i	i	-6.4
CCCCCCc1c(C)c2ccc(OCC(=O)N3CCC[C@H]3C(=O)O)c(C)c2oc1=O
    i	-8.1	-0.3	i	i	i	i	i	i	i	-2.2
CC(C)C1N=C2c3ccccc3N=C(SCC#N)N2C1=O (stereo not given)
    i	-4.9	3.1	i	i	i	i	i	i	i	6.3
Cc1nnc(SCC2=C(C(=O)O)N3C(=O)C(NC(=O)Cn4cnnn4)C3SC2)s1 (stereo not given)
    i	-0.9	-4.6	i	i	i	i	i	i	i	5.7

Profiles, quoted from the list. Order of values: TRPC4 agonist | hERG rescue | Platelet DG rel | KCNK3 inh | TRPC4 block | TRPC4 PAM | PolyA inh | KCNQ1 block | KCNQ1 pot | KCNK9 block | DYRK1A inh
O=C(NCC1CCCO1)c1ccc2c(c1)N(Cc1ccc(F)cc1)CCS2 (stereo not given) in the list: i | -6.9 | 4.4 | i | i | i | i | i | i | i | 0.2
CC(=O)c1ccccc1NC(=O)COC(=O)/C=C/c1ccc(OC(F)F)cc1 in the list: i | -11.7 | 3.9 | i | i | i | i | i | i | i | x

The list goes on.
Screens in order – TRPC4 agonist	hERG rescue	Platelet DG rel	KCNK3 inh	TRPC4 block	TRPC4 PAM	PolyA inh	KCNQ1 block	KCNQ1 pot	KCNK9 block	DYRK1A inh
CC(C)n1c(CN(C)c2ccccc2)nc2ccccc21
    i	-1.8	2.7	i	i	i	i	i	i	i	9.5
COc1ccc(OCc2cc(C(=O)NC(C)Cc3cnccn3)no2)c(Cl)c1 (stereo not given)
    i	-7.9	6.7	i	i	i	i	i	i	i	3.7
COCCCn1c(-c2ccccc2)nc2ccccc2c1=O
    i	-4.5	-2.8	i	i	i	i	i	i	i	9.3
Nc1c(N2CCCC2)c2ccccc2oc1=O
    i	-2.5	-5.3	i	i	i	i	i	i	i	-1.2
C[C@H](CO)NC(=O)[C@H](C)[C@H]1C[C@]1(C)[C@H](NC(=O)OCc1ccccc1)c1ccccc1
    i	1.9	1.1	i	i	i	i	i	i	i	4.5
O=C(C1CCCCC1)N1CCc2[nH]c3ccc(F)cc3c2C1
    i	-10.0	0.9	i	i	i	i	i	i	i	-1.8
COC(=O)c1c(NC(=O)CSc2ncnc3[nH]ncc23)sc2c1CCC2
    i	-10.1	8.7	i	i	i	i	i	i	i	-0.2
O=C(Nc1ccc(F)cc1)c1nc(S(=O)(=O)Cc2ccccc2)ncc1Cl
    i	-21.2	32.3	i	i	i	i	i	i	-8.97*	x
CC(=O)Nc1ccc(NC(=O)C(C)OC(=O)CSCc2cccc(Cl)c2)cc1 (stereo not given)
    i	-13.6	1.1	i	i	i	i	i	i	i	-5.3
O=S(=O)(N/N=C\C=C\c1ccccc1)c1ccc(Br)cc1
    i	-5.5	-18.6	i	i	i	i	i	i	i	-3.2
O=C(Nc1nnc(-c2ccco2)o1)c1ccc2ccccc2c1
    i	6.8*	0.0	i	i	i	i	i	i	i	3.3
Cc1cc(C(=O)OCC(=O)N2CCOCC2)ccc1[N+](=O)[O-]
    i	-13.7	-1.6	i	i	i	i	i	i	i	7.9
COc1ccc(C(=O)NC(=S)Nc2cccnc2)cc1Cl
    i	-2.1	4.5	i	i	i	i	i	i	i	4.0
C/C(N)=C(/C#N)C(=O)COC(=O)Cc1coc2ccc3ccccc3c12
    i	-3.6	-3.1	i	i	i	i	i	i	i	x
CCOc1cc(/C=C(/NC(C)=O)C(=O)O)cc(Cl)c1OCc1cccc(Br)c1
    i	-6.8	4.1	i	i	i	i	i	i	i	-5.8
Cc1cccc(Cl)c1NC(=S)NCCc1ccccn1
    i	-4.9	8.3	i	i	i	i	i	i	-8.23*	-1.6
CCOC(CCNC(=O)c1cc(-c2cccs2)nc2ccccc12)OCC
    i	-12.0	23.9	i	i	i	i	i	i	i	3.3
CN(C)c1ccc(P(=O)(OC2CCCCC2)C(O)c2ccncc2)cc1 (stereo not given)
    i	-3.8	0.1	i	i	i	i	i	i	i	-2.4
CCNC(=O)COC(=O)C1CCN(S(=O)(=O)c2ccc3c(c2)OCCO3)CC1
    i	-13.4	6.9	i	i	i	i	i	i	i	5.7
CC1=CCC(Cc2nc3ccccc3o2)C1(C)C (stereo not given)
    i	-20.5	-4.1	i	i	i	i	i	i	i	-0.1
COc1cc(C(=O)NCCNC(=O)c2cc(OC)c(C)c(OC)c2)cc(OC)c1C
    i	-3.0	2.9	i	i	i	i	i	i	i	-6.8
CC1(C)CC(=O)C(C=NCCN2CCOCC2)=C(O)C1
    i	0.4	-0.4	i	i	i	i	i	i	i	-2.7
COC(=O)c1cc2sccc2n1Cc1ccc(C)cc1
    i	-10.0	5.5	i	i	i	i	i	i	-7.96*	1.9
COC(=O)/C(C#N)=C/c1c(Oc2cccc(C)c2C)nc2ccccn2c1=O
    i	-6.6	-3.0	i	i	i	i	i	i	i	x
CC(C)OC(=O)CSc1nnc(-c2ccc(Cl)cc2Cl)n1N
    i	-16.4	2.9	i	i	i	i	i	i	i	1.0
CCOC(=O)N1CCN(CCC(=O)Nc2cc(OC)cc(OC)c2)CC1
    i	0.4	-0.1	i	i	i	i	i	i	i	1.8
Cc1cccc(NC(=O)C2CCN(c3nccc(C)n3)CC2)c1
    i	-8.3	-3.6	i	i	i	i	i	i	i	0.4
CCCc1cc(=O)oc2cc(OCC(=O)NCC3CCC(C(=O)O)CC3)ccc12 (stereo not given)
    i	0.5	4.3	i	i	i	i	i	i	i	13.5
COc1ccc(N2CCN(CC(=O)c3ccc(O)c(C)c3O)CC2)cc1
    i	-1.9	4.2	i	i	i	i	i	i	i	x
NC(=O)c1nsc(C(=O)N(c2cccc(F)c2)C(C(=O)NCC2CCCO2)c2cccs2)c1N (stereo not given)
    i	-10.9	-3.6	i	i	i	i	i	i	i	5.2
CCC(C)[C@H](NC(=O)[C@@H]1Cc2c([nH]c3ccccc23)C2c3ccccc3C(=O)N21)C(=O)N1CCC[C@@H]1C(=O)O (stereo not given in full)
    i	-9.6	-2.8	i	i	i	i	i	i	i	4.4
Cn1c(=O)c2c(nc(N3CCCCC3)n2CCNC2=NCCC2)n(C)c1=O
    i	-6.0	8.5	i	i	i	i	i	i	i	6.9
OC(CN1CCN(c2ccccc2F)CC1)c1ccc(F)cc1 (stereo not given)
    i	-5.8	6.7	i	i	i	i	i	i	i	0.8
CCOC(=O)CNC(=O)CSc1nc(N)cc(N)n1
    i	-6.2	-4.5	i	i	i	i	i	i	i	2.8
Cc1ccc(NC(=O)CN2C(=O)COc3ccc(S(=O)(=O)N4CCCC4)cc32)cc1C
    i	-9.5	-2.8	i	i	i	i	i	i	i	-0.9
CCN(CC)c1ccc(-c2n[nH]c(=S)n2-c2ccccc2C)cc1
    i	-1.7	-0.2	i	x	i	i	i	i	i	-0.9
O=C(c1ccc2c(c1)OCCO2)C1CCN(C(=O)Nc2ccccc2F)CC1
    i	-7.4	-4.4	i	i	i	i	i	i	i	-0.4
Cc1cccc(C(=O)Nc2ccc(S(=O)(=O)Nc3nc(C)cc(C)n3)cc2)c1
    i	-1.3	5.3	i	i	i	i	i	i	i	6.2
CNC(=O)NC(=O)COC(=O)/C=C/c1cccc(Br)c1
    i	-3.3	-4.6	i	i	i	i	i	i	i	-2.9
Cc1[nH]c2ccccc2c1C(=O)CN1CCCC1
    i	-12.2	9.5	i	i	i	i	i	i	i	0.3
O=C1c2ccccc2C(=O)C1c1nccc2ccccc12
    i	-6.6	9.4	i	i	i	i	i	i	i	16.9
Cc1nnc(N/N=C/C2CC=CCC2)[nH]c1=O (stereo not given)
    i	-12.6	-1.0	i	i	i	i	i	i	i	-3.3
Cc1ccc(CCNC(=O)CS(=O)Cc2nc(-c3cccs3)oc2C)cc1 (stereo not given)
    i	-10.1	9.7	i	i	i	i	i	i	i	x
CCCCOc1cccc(/C=C(\C#N)C(=O)NC2CC2)c1
    i	-19.9	-1.2	i	i	i	i	i	i	i	-3.7
O=C(Nc1ccc(F)cc1F)Nc1csc2ccccc12
    i	-8.0	-7.4	i	i	i	i	i	i	i	x
COc1ccc(N2CCN(C(=O)CCNC(=O)c3ccc(C(C)(C)C)cc3)CC2)cc1
    i	-13.1	0.8	i	i	i	i	i	i	i	-0.7
CSc1cc(-c2ccc(Cl)cc2)c(C(=O)N2CCCC2)s1
    i	-8.9	-7.9	i	i	i	i	i	i	i	0.1
